Compound activity: PubChem BioAssay, PCMD
Cathepsin G inh – cathepsin G (human) inhibition. 0.2% of 62,000 active. P08311. AID 581. inhibition, % at 5 µM (by protocol). purified enzyme, AMC-tetrapeptide fluorescence, pooled mixtures;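 active means inhibition above 20% in each of the two mixture wells holding the compound; inactive means inhibition of 20% or less in either well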;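 further: 0% = enzyme control without mixture and 100% = blank lacking enzyme; strong numbers were not always called active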
Target sequence (P08311 21-244 limits assumed): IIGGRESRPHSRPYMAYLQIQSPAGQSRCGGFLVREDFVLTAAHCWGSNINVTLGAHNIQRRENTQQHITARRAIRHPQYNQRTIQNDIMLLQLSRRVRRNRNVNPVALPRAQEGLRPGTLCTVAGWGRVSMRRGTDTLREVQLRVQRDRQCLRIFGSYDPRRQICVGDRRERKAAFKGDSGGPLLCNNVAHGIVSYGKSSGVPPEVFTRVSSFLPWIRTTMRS
CatS block – human cathepsin S inhibition. P25774. recombinant cathepsin S, AMC dipeptide fluorescence, pooled mixtures. inhibition, %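 (tested at 5 µM per compound within 10-compound mixtures)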. 0.06% of 62,000 active. AID 501; in the data active means inhibition above about 32%, passing the limit was not always enough;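 further: 0% = enzyme without compound and 100% = blank without enzyme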
FXIIa inh mix – factor XIIa (human) inhibition, mixture screen. P00748. purified FXIIa, fluorogenic substrate, pooled mixtures. inhibition, % at 5 µM. 0.2% of 62,000 active;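 further: 0% = enzyme without compound and 100% = no enzyme blank; some results filed as inactive read as strong as hits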
CatB inh – human cathepsin B inhibition. P07858. purified cathepsin B, fluorogenic substrate, fluorescence. inhibition, %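 (tested at 10 µM)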. 0.1% of 63,000 active. AID 453; in the data active means inhibition above about 21%;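 further: 0% = enzyme with no compound and 100% = no enzyme blank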
C1s inh – human complement C1s inhibition; purified C1s, fluorogenic AMC substrate, pooled mixtures; mean inhibition % of two 10-compound mixtures (active compounds read high), % at 5 µM (by protocol); 0.16% of 62,000 active;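 active means inhibition above 20% in each of the two 10-compound mixture wells holding the compound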;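 further: 0% = enzyme wells lacking compound mixture and 100% = no-enzyme blank wells; some compounds called inactive have numbers as strong as hits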
Target sequence (P09871 16-437 limits assumed): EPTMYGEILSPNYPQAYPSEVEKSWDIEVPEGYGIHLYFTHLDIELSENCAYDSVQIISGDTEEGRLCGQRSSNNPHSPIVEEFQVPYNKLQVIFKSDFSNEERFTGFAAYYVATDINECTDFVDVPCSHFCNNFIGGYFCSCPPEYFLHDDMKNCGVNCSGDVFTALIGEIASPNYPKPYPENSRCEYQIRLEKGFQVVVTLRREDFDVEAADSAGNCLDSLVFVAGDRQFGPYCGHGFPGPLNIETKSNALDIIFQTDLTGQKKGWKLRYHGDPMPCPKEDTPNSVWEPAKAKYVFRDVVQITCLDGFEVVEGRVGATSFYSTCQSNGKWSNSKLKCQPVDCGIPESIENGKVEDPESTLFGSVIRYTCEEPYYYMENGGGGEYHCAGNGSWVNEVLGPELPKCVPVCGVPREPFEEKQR
Target sequence (P09871 438-688 limits assumed): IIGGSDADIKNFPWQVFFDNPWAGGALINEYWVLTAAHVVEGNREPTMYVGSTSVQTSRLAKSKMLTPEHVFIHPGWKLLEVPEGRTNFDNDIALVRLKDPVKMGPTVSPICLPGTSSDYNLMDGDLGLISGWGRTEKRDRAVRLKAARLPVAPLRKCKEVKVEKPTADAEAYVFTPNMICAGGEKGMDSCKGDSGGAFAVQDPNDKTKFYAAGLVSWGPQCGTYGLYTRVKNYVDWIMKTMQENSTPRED
AP ELISA ortho – alternative pathway complement inhibition, orthogonal assay | Human serum alternative complement pathway, LPS-coated ELISA, C3 deposition; tested in compound mixtures | inhibition, % at 5 µM | 0.08% of 62,000 active | AID 1235;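 active means inhibition above 30% in each of the two pooled mixtures holding the compound, so the lower value exceeds 30%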;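 further: 0% = serum in Mg-EGTA without compound and 100% = EDTA serum blank; some compounds past the cut are filed as inactive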
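Assay system: human serum alternative complement pathway, C3 deposition on LPS-coated wells; Dosing: 5 µM per compound in ten-compound mixtures; Detection: Anti-C3 ELISA, OD 450 nm; Buffer or medium: Mg2+-EGTA GVB++ buffer containing human serum at 1:15 dilution; Timing: 1 h at 37 °C; Replication: two different pools per compound.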
CatB mix inh – human cathepsin B inhibition by mixtures; Purified cathepsin B, AMC dipeptide fluorescence, compound mixtures; inhibition, %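 (ten-compound pools at 5 µM per compound and 50 µM total)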; 0.06% of 62,000 active; in the data active means inhibition above about 22%, passing the limit was not always enough;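 further: 0% = enzyme without compound and 100% = no enzyme blank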
FXIa inh mix – inhibitors of human coagulation factor XIa, pooled mixtures | purified FXIa, fluorogenic substrate | 0.19% of 62,000 active | inhibition, % at 5 µM | AID 680;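 further: each value is inhibition by a whole ten-compound pool holding the compound; 0% = enzyme with no mixture and 100% = wells lacking enzyme; strong numbers were not always called active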
CatL block – inhibitors of human cathepsin L | purified cathepsin L, fluorogenic substrate, fluorescence | inhibition, %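 (tested at 10 µM)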 | 0.17% of 58,000 active | AID 460; in the data active means inhibition above about 45%;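 further: 0% = enzyme with no compound and 100% = no enzyme blank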
* marks the source's active call; other numbers are inactive results; x = not tested or not shown. Unless noted, no stated cut-off is given here; in the data, active means inhibition above about 20% (passing the limit was not always enough); inactive means the rest. These rows are one share of the data; rates above refer to the full screens.

The first 19 compounds, ahead of the listing:
SMILES	Cathepsin G inh	CatS block	FXIIa inh mix	CatB inh	C1s inh	AP ELISA ortho	CatB mix inh	FXIa inh mix	CatL block
O=C(CN(Cc1cccs1)C(=O)CSc1nnc(COc2ccccc2)o1)NC1CCCC1	8	-1	8	-1	1	-2	3	1	-4
CCOC(=O)N1CCN(S(=O)(=O)Cc2ccccc2)CC1	9	-4	-18	-1	12	16	3	4	2
O=C(Nc1nnc(-c2ccc3c(c2)CCCC3)o1)C1COc2ccccc2O1 (centres undefined)	9	-4	0	2	13	13	0	12	7
Cc1cc(=O)oc(C)c1C(=O)OCC(=O)c1ccccc1	6	-5	-16	1	-36	16	4	7	x
Cc1oc2cc3c(C(=O)OCCN(C)C)c(C)oc3cc2c1C(=O)OCCN(C)C	4	-1	-1	1	11	6	3	6	12
CCc1nnc(NC(=O)Cn2nc(-c3ccccc3OC)ccc2=O)s1	8	14	2	2	10	5	2	-1	6
O=C(CNC(=O)c1ccco1)Nc1cc(Cl)ccc1N1CCOCC1	0	13	1	-3	9	-10	3	3	0
c1ccc(N2CCN(c3nnnn3-c3ccccc3)CC2)cc1	3	9	-10	5	-5	-3	0	0	15
CCOC(=O)N1CCN(C(=O)c2ccc3nc(SCc4ccc(F)cc4)n(C)c3c2)CC1	1	-3	2	-5	-2	12	-3	6	-4
Cc1nc(C)n(CC(O)COc2ccc(C(=O)c3ccccc3)cc2)n1 (centres undefined)	8	11	-2	5	0	3	0	-1	-8
COCc1cc(C)[nH]c(=O)c1C#N	3	18	0	4	-25	-7	2	4	2
CCOc1nc(-c2ccccc2)ccc1-c1noc(COC)n1	46	11	11	4	-3	2	0	34	x
CCSc1nnc(-c2cccc(S(=O)(=O)N(C)C)c2)n1-c1cc(OC)ccc1OC	9	-6	-17	-2	11	35	5	-2	-5
Cn1c(=O)c2c(nc(SCc3ccccn3)n2C)n(C)c1=O	2	15	-17	-5	1	-1	-4	-1	6
CCCNC(=O)N1CCN(S(=O)(=O)c2ccc(C)cc2)CC1	-2	-17	8	-3	-15	5	-4	-1	7
CCOc1ccc(-c2nnc(SCC(=O)N(CC)CC)n2N)cc1	-3	13	3	2	-4	10	1	5	1
CCSc1ncnc2c1oc1ccccc12	6	-5	1	2	10	18	1	3	-22
COc1ccc(-c2nc(C#N)c(NCCc3ccccc3)o2)cc1OC	-2	2	6	0	-31	9	-1	1	-30
O=S(=O)(c1cccc(F)c1)N1CCN(Cc2ccc3c(c2)OCO3)CC1	2	15	2	7	-12	-5	-1	-4	24

Results, repeating the preview:
SMILES	Cathepsin G inh	CatS block	FXIIa inh mix	CatB inh	C1s inh	AP ELISA ortho	CatB mix inh	FXIa inh mix	CatL block
O=C(CN(Cc1cccs1)C(=O)CSc1nnc(COc2ccccc2)o1)NC1CCCC1	8	-1	8	-1	1	-2	3	1	-4
CCOC(=O)N1CCN(S(=O)(=O)Cc2ccccc2)CC1	9	-4	-18	-1	12	16	3	4	2
O=C(Nc1nnc(-c2ccc3c(c2)CCCC3)o1)C1COc2ccccc2O1 (centres undefined)	9	-4	0	2	13	13	0	12	7
Cc1cc(=O)oc(C)c1C(=O)OCC(=O)c1ccccc1	6	-5	-16	1	-36	16	4	7	x
Cc1oc2cc3c(C(=O)OCCN(C)C)c(C)oc3cc2c1C(=O)OCCN(C)C	4	-1	-1	1	11	6	3	6	12
CCc1nnc(NC(=O)Cn2nc(-c3ccccc3OC)ccc2=O)s1	8	14	2	2	10	5	2	-1	6
O=C(CNC(=O)c1ccco1)Nc1cc(Cl)ccc1N1CCOCC1	0	13	1	-3	9	-10	3	3	0
c1ccc(N2CCN(c3nnnn3-c3ccccc3)CC2)cc1	3	9	-10	5	-5	-3	0	0	15
CCOC(=O)N1CCN(C(=O)c2ccc3nc(SCc4ccc(F)cc4)n(C)c3c2)CC1	1	-3	2	-5	-2	12	-3	6	-4
Cc1nc(C)n(CC(O)COc2ccc(C(=O)c3ccccc3)cc2)n1 (centres undefined)	8	11	-2	5	0	3	0	-1	-8
COCc1cc(C)[nH]c(=O)c1C#N	3	18	0	4	-25	-7	2	4	2
CCOc1nc(-c2ccccc2)ccc1-c1noc(COC)n1	46	11	11	4	-3	2	0	34	x
CCSc1nnc(-c2cccc(S(=O)(=O)N(C)C)c2)n1-c1cc(OC)ccc1OC	9	-6	-17	-2	11	35	5	-2	-5
Cn1c(=O)c2c(nc(SCc3ccccn3)n2C)n(C)c1=O	2	15	-17	-5	1	-1	-4	-1	6
CCCNC(=O)N1CCN(S(=O)(=O)c2ccc(C)cc2)CC1	-2	-17	8	-3	-15	5	-4	-1	7
CCOc1ccc(-c2nnc(SCC(=O)N(CC)CC)n2N)cc1	-3	13	3	2	-4	10	1	5	1
CCSc1ncnc2c1oc1ccccc12	6	-5	1	2	10	18	1	3	-22
COc1ccc(-c2nc(C#N)c(NCCc3ccccc3)o2)cc1OC	-2	2	6	0	-31	9	-1	1	-30
O=S(=O)(c1cccc(F)c1)N1CCN(Cc2ccc3c(c2)OCO3)CC1	2	15	2	7	-12	-5	-1	-4	24
CCCCOc1ccccc1C1C(C(N)=O)=C(C)Nc2nnnn21 (centres undefined)	14	-7	7	1	7	15	19	11	13
CCN1CCN(C(=O)C2c3cc(OC)c(OC)cc3C(=O)N(C)C2c2ccc(SC)cc2)CC1 (centres undefined)	11	-27	10	0	4	9	-1	9	-8
COc1ccc(-n2nnnc2S(=O)(=O)CC(=O)N2CCCCC2)cc1	7	0	12	4	13	20	4	8	x
CN(C)C(C(=O)NC1CCCCC1)c1ccc(Cl)cc1 (centres undefined)	-5	13	2	7	-33	-9	5	6	0
CC(=O)NC12CC3CC(C1)CC(C(=O)Nc1nccs1)(C3)C2	10	-1	-5	4	3	16	2	1	-5
CC(C)CC1NC(=O)N(CC(=O)c2ccc3c(c2)OCCO3)C1=O (centres undefined)	10	11	0	0	19	0	4	1	12

Look-ups from the list:
`CCSc1ncnc2c1oc1ccccc12` in C1s inh is entered as 10
`O=S(=O)(c1cccc(F)c1)N1CCN(Cc2ccc3c(c2)OCO3)CC1` in Cathepsin G inh is entered as 2

Next section
SMILES	Cathepsin G inh	CatS block	FXIIa inh mix	CatB inh	C1s inh	AP ELISA ortho	CatB mix inh	FXIa inh mix	CatL block
COC(=O)C1=C(C(C)=O)C(c2ccc(C(=O)OC)cc2)n2nnnc2N1 (centres undefined)	12	14	-16	3	18	1	7	10	5
O=C(Cn1cnc2ccccc2c1=O)NCCC(=O)Nc1ccc2c(c1)OCCO2	10	-4	-2	0	18	17	5	8	-4
CCOC(=O)N1CCN(CC(O)COc2c(OC)cccc2OC)CC1 (centres undefined)	8	10	-15	5	9	3	4	6	7
CCC(Sc1nccn1C)C(=O)Nc1nnc(C)s1 (centres undefined)	2	2	2	0	3	11	0	4	19
COc1ccc(Cl)cc1S(=O)(=O)N1CCN(C(=O)c2ccco2)CC1	7	-1	-1	2	3	9	-6	-9	-11
Cc1oc2c(CN3CCOCC3)c(O)ccc2c(=O)c1-c1ccc(Br)cc1	-13	-13	-1	2	-76	3	0	-8	-6
CN1CCn2c1nc(N1CCOCC1)nc2=O	14	-2	-3	3	0	16	-3	-7	x
O=C(Nc1ccccc1N1CCN(c2ccccc2)CC1)C1CCCCC1	10	-3	3	0	14	18	4	2	7
CC1(C)Cc2c(C#N)c(SCc3ccccc3)nc(N3CCOCC3)c2CO1	-1	0	1	3	6	28	6	13	5
CCCc1cc(-c2[nH]ncc2-c2ccc3c(c2)OCCCO3)c(O)cc1O	-1	-1	1	0	1	8	2	7	-15
C/C=C/c1ccc(OCCCNCC(C)O)c(OC)c1 (centres undefined)	-3	-3	-4	2	-32	9	-2	-1	6
O=C(O)CCCCCn1c(SCC(=O)N2CCCC2)nc2ccsc2c1=O	-12	-2	1	3	-36	8	0	0	0
CC1=C(C(=O)OCc2ccccc2)C(c2ccc(N3CCOCC3)cc2)NC(=O)N1 (centres undefined)	11	-1	-1	0	12	18	4	6	9
OCc1nc2ccccc2n1CCCOc1ccccc1	10	4	-17	3	0	7	7	2	7
CCC(Sc1nc(-c2ccccc2)cc(=O)[nH]1)C(=O)O (centres undefined)	-12	6	6	5	-19	-8	3	1	x
O=S(=O)(Nc1cnc2ccccc2c1)N1CCCCCC1	-1	3	3	-1	-34	6	-1	4	-6
CN1CCN(S(=O)(=O)c2ccc(SCCOc3ccccc3)nc2)CC1	7	-18	12	3	-5	15	4	5	8
Cc1cc(N2CCOCC2)nc(NCc2ccccc2)n1	-2	18	-31	6	-3	5	3	6	17
COc1ccccc1NC(=O)C1=C(C)Nc2ncnn2C1c1ccc(C)o1 (centres undefined)	10	3	5	2	-28	21	-11	3	-1
CCN=C(Nc1ccc2c(c1)OCO2)SC1CC(=O)N(c2ccccc2F)C1=O (centres undefined)	5	-8	4	-3	-18	2	-3	3	0
CCc1cc(=O)oc2c(C)c(O)c(CN3CCCCC3)cc12	-40	-35	-14	-28	-294	11	-9	-38	-65
CC1CC(C)(C)NC(=S)S1 (centres undefined)	4	18	3	0	1	8	7	-1	-7
Cc1noc(C)c1COC(=O)CCN1c2ccccc2Sc2ccccc21	-1	-8	11	-4	-24	12	9	6	-5
CCCCCn1c(=O)[nH]c2cc(C(=O)NCCN(CC)CC)ccc2c1=O	8	10	-21	0	12	9	-3	9	-5
COc1ccc(C2C(C(=O)NCc3ccccn3)c3cc(OC)c(OC)cc3C(=O)N2C)cc1 (centres undefined)	7	-10	6	5	-7	3	-3	9	59*
SMILES	Cathepsin G inh	CatS block	FXIIa inh mix	CatB inh	C1s inh	AP ELISA ortho	CatB mix inh	FXIa inh mix	CatL block
Cc1nnc2sc(-c3cc4ccccc4o3)nn12	11	2	3	-1	11	6	4	-2	11
N#CC1=C2SCN(Cc3ccco3)CN2C(=O)CC1c1c(F)cccc1Cl (centres undefined)	9	3	3	0	1	20	3	-6	19
COCCn1nnnc1C(CC(C)C)N1CCN(C(=O)c2ccco2)CC1 (centres undefined)	3	9	13	-1	2	-6	1	0	0
C=CCOc1cccc(C2/C(=C(/O)c3ccc(C)cc3)C(=O)C(=O)N2CCN2CCOCC2)c1 (centres undefined)	8	11	6	7	-33	9	4	-1	6
COc1cc(C)c(C(N)=O)c(OC)n1	-2	-13	-18	-6	3	12	4	8	-6
C=CCn1c(SCC(=O)N2CCOCC2)nc2sc3c(c2c1=O)CCCC3	8	10	1	1	-14	2	-7	1	4
CCN(CC)CCOC(=O)C1(c2ccc(OC)c(OC)c2)CCCC1	3	6	-19	5	-31	-7	3	13	-6
O=C1c2oc3ccccc3c(=O)c2C(c2cccs2)N1CCCN1CCOCC1 (centres undefined)	6	7	2	6	-9	8	3	5	13
COc1ccccc1N1CCN(CCNC(=O)Nc2cccc(C)c2C)CC1	2	2	-28	-2	-6	11	-3	0	7
CCOC(=O)N1CCN(C(=O)Nc2ccc(Cl)cc2Cl)CC1	7	3	8	2	-1	14	4	0	11
O=C(CSc1nc2ccccc2c(=O)n1Cc1ccco1)N1CCN(c2ccccc2)CC1	11	4	14	-1	16	0	1	6	4
COCCn1c(Sc2ccc(C)cc2)nc2c1c(=O)[nH]c(=O)n2C	-2	9	1	5	1	-19	3	7	23
Cc1ccc(CS(=O)(=O)Cc2ccc(C(=O)NCC3CCCO3)o2)cc1 (centres undefined)	4	-7	8	0	-1	10	0	10	0
CC1(C)CC2CC(C)(CN2C(=O)COC(=O)c2n[nH]c(=O)c3ccccc23)C1 (centres undefined)	8	-3	-13	1	5	-1	-2	9	0
